# Tb PFK block = blocks T. brucei phosphofructokinase | AID 485367 | hit rate 0.17% among 330,000 | O15648 | T. brucei PFK, ADP-Glo luminescence | Potency, µM (highest dose often 57.5 µM), without a hit: at the top dose activity, negative = inhibition, usual class: inhibitors;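 note: potency is the fitted concentration of half-maximal effect; 0% = uninhibited 1x PFK enzyme wells and -100% = no-enzyme wells; nearly all actives have a fitted effect of over 60% in size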
# Target sequence (O15648 whole entry, looked up): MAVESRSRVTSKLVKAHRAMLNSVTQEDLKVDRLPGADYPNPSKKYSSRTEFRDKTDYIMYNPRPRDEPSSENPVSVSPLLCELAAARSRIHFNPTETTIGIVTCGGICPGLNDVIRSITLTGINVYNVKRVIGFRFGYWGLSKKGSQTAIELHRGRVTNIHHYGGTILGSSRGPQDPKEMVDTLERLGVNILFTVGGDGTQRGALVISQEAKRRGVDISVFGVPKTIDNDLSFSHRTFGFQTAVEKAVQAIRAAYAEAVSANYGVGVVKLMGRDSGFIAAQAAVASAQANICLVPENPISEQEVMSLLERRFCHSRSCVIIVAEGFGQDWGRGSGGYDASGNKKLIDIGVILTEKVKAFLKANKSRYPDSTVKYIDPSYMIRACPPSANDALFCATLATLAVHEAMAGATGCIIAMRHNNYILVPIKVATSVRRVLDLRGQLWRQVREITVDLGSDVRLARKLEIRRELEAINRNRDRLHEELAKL
#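 Luminescent ADP detection (ADP-Glo, two-step: ATP depletion then ADP-to-ATP conversion for luciferase) reported PFK activity after 45 min room-temperature reaction of 1.25 nM enzyme with 0.5 mM F6P and 0.1 mM ATP at pH 8.0.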
# RORg inh = inhibitors of mouse ROR gamma transcriptional activity. P51450. Drosophila S2 Gal4-RORgamma UAS-luciferase reporter, 20 h. AID 2551. hit rate 5.4% among 310,000. Potency, µM (top dose mostly 53.6 µM), for inactives: at the highest dose activity change, negative = inhibition, most hits filed as inhibitors; note: potency is the fitted concentration of half-maximal effect; % is set by controls: 0 for no effect and ±100 for the full control effect; nearly all actives have a fitted effect of over 60% in size
#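 Stably transfected Drosophila Schneider cells are the test system, with ROR gamma fused to Gal4 and luciferase under UAS control; luminescence is read after 20 hr of 700 uM copper sulfate induction at ambient temperature.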
# Rab9 promoter act = activators of Rab9 promoter; AID 485297; Potency, µM (doses to about 9.22 µM), for the others: at the highest dose activation, negative = inhibition, most hits filed as activators; Huh7 Rab9 promoter-luciferase reporter, luminescence, 24 h; hit rate 2.8% among 320,000; note: potency is the fitted concentration of half-maximal effect; % of control where 0% means no effect; nearly all actives have a fitted effect of over 60% in size
#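 Cell-based reporter: Huh7 stable for Rab9 promoter-driven luciferase, plated in reduced-serum medium with 10% FBS at 1500 cells/well, compound-treated 24 h at 37 °C, luminescence read after 10 min reagent.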
# FBPA coupling cs = coupling enzyme interference in Giardia aldolase counter-screen. hit rate 0.67% among 290,000. activity change, negative = inhibition, % at 58.2 µM, hits read low. coupling enzyme system counterscreen, AmpLite Red fluorescence; in the data active = activity change below about -30%; note: % is set by controls: 0 for no effect and ±100 for the full control effect
#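 Compounds tested against the coupling enzymes alone at 57.5 uM final; readout was AmpLite Red fluorescence (525/598 nm) after 20 min at RT.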
# uPA generation = inhibitors of cell surface uPA generation; AID 540303; cell surface uPA generation assay, qHTS; Potency, µM (series often up to 38.3 µM), inactives show at the top dose activity change, negative = inhibition, most hits filed as inhibitors; hit rate 0.31% among 330,000; active = well fitted inhibition curve with a large enough effect; inconclusive = small, poorly fitted or top-dose-only effect; inactive = no such curve, though single readings can be large or run the other way; tested in mouse RAW 264.7 cells; note: potency is the fitted concentration of half-maximal effect; % is set by controls: 0 for no effect and ±100 for the full control effect; nearly all actives have a fitted effect of over 55% in size
# FLuc counter = counter-screen for miR-21 project: firefly luciferase inhibitors or activators; P08659; Potency, µM (series often up to 57.5 µM), for inactives: top-dose activity change, negative = inhibition, actives largely listed as inhibitors; AID 588342; purified FLuc, Km substrates, luminescence inhibition; hit rate 6.9% among 360,000;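 note: potency is the fitted concentration of half-maximal effect; plate controls were vehicle for no effect and reference inhibitor for full effect; nearly all actives have a fitted effect of over 55% in size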
# Target sequence (P08659 whole entry, looked up): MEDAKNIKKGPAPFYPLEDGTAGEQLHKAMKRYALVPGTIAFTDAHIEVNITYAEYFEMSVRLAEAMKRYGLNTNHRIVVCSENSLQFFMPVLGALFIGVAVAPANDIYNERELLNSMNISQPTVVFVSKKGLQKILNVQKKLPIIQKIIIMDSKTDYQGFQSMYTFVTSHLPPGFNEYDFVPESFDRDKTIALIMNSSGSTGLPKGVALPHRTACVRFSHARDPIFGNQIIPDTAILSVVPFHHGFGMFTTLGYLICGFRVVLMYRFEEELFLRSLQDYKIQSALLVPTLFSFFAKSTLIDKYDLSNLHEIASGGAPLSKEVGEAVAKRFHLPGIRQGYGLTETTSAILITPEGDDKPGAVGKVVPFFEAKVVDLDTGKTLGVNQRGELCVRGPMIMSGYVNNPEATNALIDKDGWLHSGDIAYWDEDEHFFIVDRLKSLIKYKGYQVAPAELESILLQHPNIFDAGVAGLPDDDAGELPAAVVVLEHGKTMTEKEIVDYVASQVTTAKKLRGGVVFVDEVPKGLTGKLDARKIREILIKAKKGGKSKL
#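 Purified P. pyralis luciferase, 10 nM final, with Km-level 10 uM D-luciferin and 10 uM ATP in 50 mM Tris acetate pH 7.5, 10 mM Mg acetate, 0.01% Tween-20, 0.05% BSA; 6-point qHTS titration about 60 µM downward; luminescence read.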
# Giardia kill = Giardia lamblia killing; activity change, % at 7.66 µM, hits read low; Giardia lamblia trophozoite viability; hit rate 0.15% among 340,000; in the data active = activity change below about -80%; inconclusive = between about -30% and that limit;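 note: parasites exposed to compound for two days anaerobically before the ATP read; % is set by controls: 0 for no effect and ±100 for the full control effect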
#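 Luminescent ATP signal served as the viability read-out, measured 15-30 min after adding ATP detection reagent to trophozoites that had been incubated with compounds for 48 hrs at 37 deg C anaerobically at 100 cells/well.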
# KCNH2 3.1 block = KCNH2 3.1 (human) potassium channel inhibition; U2OS KCNH2 3.1, thallium flux FluxOr; stronger effect = lower value; activity change, % (tested at about 1.8 µM); hit rate 0.95% among 340,000;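 active = maximum activity change below -70%; inconclusive = maximum activity change from -70% to -50%; inactive = maximum activity change above -50%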;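 note: thallium influx rate constant from kinetic fluorescence after stimulation buffer; % is set by controls: 0 for no effect and ±100 for the full control effect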
#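 Thallium flux read-out: FluxOr dye with Red40 quencher in HBSS/HEPES, 45 min at RT. Rate constants from kinetic reads were normalized to positive and negative DMSO controls. Cells: U2OS virally expressing the 3.1 isoform.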
# ELG1 genotoxic = induces genotoxicity in HEK293T cells with luciferase-tagged ELG1; HEK293T ELG1-luciferase reporter, luminescence, 16 h; Potency, µM (titrated, usually from 46 µM), for the others: top-dose activity change, positive = activation, usual class: activators; hit rate 1.3% among 330,000; note: potency is the fitted concentration of half-maximal effect; % of control where 0% means no effect; nearly all actives have a fitted effect of over 60% in size
#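 After overnight (16 hr) compound treatment at 37 °C, ELG1-luciferase HEK293T cells were lysed with ONE-Glo; luminescence quantified 30 min later at room temperature.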
# Gal4-VP16 FLuc = counter-screen for ROR gamma inhibitors: Gal4-VP16 reporter | Drosophila S2 Gal4-VP16 UAS-luciferase, luminescence, 20 h | Potency, µM (highest dose often 53.6 µM), for inactives: top-dose activity, negative = inhibition, usual class: inhibitors | hit rate 3.5% among 310,000;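 note: Gal4-VP16 expression switched on by copper sulfate through the metallothionein promoter; potency is the fitted concentration of half-maximal effect; % is set by controls: 0 for no effect and ±100 for the full control effect; nearly all actives have a fitted effect of over 50% in size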
# NPC1 prom act = activates the NPC1 promoter; Potency, µM (highest dose often 9.22 µM), for the others: at the highest dose activation, actives largely listed as activators; AID 485313; Huh7 NPC1 promoter luciferase reporter, 24 h; hit rate 2.4% among 320,000;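 note: potency is the fitted concentration of half-maximal effect; % of control where 0% means no effect; nearly all actives have a fitted effect of over 60% in size; reporter is driven by a mutant NPC1 promoter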
#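 Luciferase expression driven by the NPC1 promoter was measured in stably transfected Huh7 cells after a 24 h compound incubation, using a luciferase reagent and a luminescence read.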
# * marks the source's active call; other numbers are inactive results; ? = inconclusive; . = no result given; [ ] = another dose, or the depositor's remark. Unless noted, calls come from the whole dose curve; as a rule, active = well fitted curve in the direction sought with a large enough effect; inconclusive = small, poorly fitted or top-dose-only effect, or another doubt; inactive = no such curve, though single readings can be large; an effect the other way counts as inactive or inconclusive.
# The first 3 records as a preview:
1	CCOC(=O)N1CCN(c2c(NCCN3CCCCC3CC)c(=O)c2=O)CC1 (stereo not given)
2	COc1cc2c(cc1OC)CN(C(=O)CSc1n[nH]c(N)n1)CC2
3	O=C(CCc1ccccc1)Nc1ncc([N+](=O)[O-])s1
Assay by compound	1	2	3
Tb PFK block	-5%	-9%	-5%
RORg inh	-16%	-3%	?
Rab9 promoter act	-1%	-2%	2.2µM*
FBPA coupling cs	0	0	4
uPA generation	23%	-7%	3%
FLuc counter	4%	-2%	15µM*
Giardia kill	-8	4	-95*
KCNH2 3.1 block	-4	5	-5
ELG1 genotoxic	-6%	1%	5%
Gal4-VP16 FLuc	-2%	-2%	-12%[10 µM]
NPC1 prom act	5%	-3%	?

# Results, from the start:
1	CCOC(=O)N1CCN(c2c(NCCN3CCCCC3CC)c(=O)c2=O)CC1 (stereo not given)
2	COc1cc2c(cc1OC)CN(C(=O)CSc1n[nH]c(N)n1)CC2
3	O=C(CCc1ccccc1)Nc1ncc([N+](=O)[O-])s1
4	CCN(c1ccccc1)S(=O)(=O)c1ccc(NC(=O)c2nc(S(C)(=O)=O)ncc2Cl)cc1
5	COc1ccc(CCN=C(N)NS(=O)(=O)c2ccc(F)cc2)cc1OC
6	O=C(CSc1ccc(Cl)cc1)c1ccco1
7	O=C1OC(/C(=C\Nc2ccc(F)cc2F)[N+](=O)[O-])c2ccccc21 (stereo not given)
8	Clc1ccccc1OCCCCN1CCCCC1
Assay by compound	1	2	3	4	5	6	7	8
Tb PFK block	-5%	-9%	-5%	0%	0%	?	?	1%
RORg inh	-16%	-3%	?	6.3µM*	18%	23%	14µM*	-30%
Rab9 promoter act	-1%	-2%	2.2µM*	-14%	2%	8%	-9%	4%
FBPA coupling cs	0	0	4	.	3	-2	2	0
uPA generation	23%	-7%	3%	?	-38%	2%	-15%	17%
FLuc counter	4%	-2%	15µM*	?	0%	?	?	2%
Giardia kill	-8	4	-95*	7	-12	-3	25	9
KCNH2 3.1 block	-4	5	-5	-45	-14	-5	20	-1
ELG1 genotoxic	-6%	1%	5%	-2%	-2%	20%	6%	-2%
Gal4-VP16 FLuc	-2%	-2%	-12%[10 µM]	3.2µM*	-12%	?	?	-7%
NPC1 prom act	5%	-3%	?	-49%[inhibitor]	-1%	0%	-1%	-6%

9	CC(C)C1Nc2ccc(C(=O)N3CCN(c4ccccn4)CC3)cc2NC1=O (stereo not given)
10	CN(C)C(=O)c1ccc(NC(=O)COC(=O)c2cc(S(=O)(=O)N(C)C)ccc2N2CCCC2)cc1
11	O=C(Cc1cccs1)N(Cc1ccco1)C1(C(=O)NC2CCCC2)CCCCC1
12	CCOC(=O)C1CCCN(S(=O)(=O)c2cc3[nH]c(=O)c(=O)[nH]c3cc2C)C1 (stereo not given)
13	CCN(CC)CCNC(=O)C1CCN(S(=O)(=O)N2CCCCC2)CC1
14	C/C(=N\Nc1ccc(C(=O)O)cc1)c1ccc(S(=O)(=O)NCc2ccco2)cc1
15	O=C(Nc1ccc2c(c1)CCC2)c1c(F)cccc1Cl
16	CCCCCCCCCCCCCC(=O)O
Assay by compound	9	10	11	12	13	14	15	16
Tb PFK block	-20%	1%	0%	0%	-3%	-3%	-3%	-14%
RORg inh	-9%	.	-5%	-8%	-1%	-40%	3%	4%
Rab9 promoter act	16%	0%	0%	15%	-2%	?	1.3µM*	-9%
FBPA coupling cs	-2	.	1	0	2	6	-7	.
uPA generation	-4%	-1%	4%	25%	-1%	8%	-2%	?
FLuc counter	1%	-5%	6%	1%	5%	17µM*	9.5µM*	?
Giardia kill	43[activator]	-10	8	3	-13	0	-20	24
KCNH2 3.1 block	4	12	-12	7	1	3	-3	24
ELG1 genotoxic	0%[9.26 µM]	0%	1%	0%	0%	10%	9.2µM*	3%
Gal4-VP16 FLuc	-2%	.	8%	1%	14%	0%	5%	-13%
NPC1 prom act	-1%	1%	-3%	-3%	-6%	19%	1.6µM*	-1%

# Remaining list, next part
# Each structure is followed by: Tb PFK block	RORg inh	Rab9 promoter act	FBPA coupling cs	uPA generation	FLuc counter	Giardia kill	KCNH2 3.1 block	ELG1 genotoxic	Gal4-VP16 FLuc	NPC1 prom act
(17) O=C(Nc1ccccc1)c1sc(N2CCOCC2)nc1-c1ccccc1
→ 7%	?	3%	2	8%	6%	9	10	-4%	5%	-2%
(18) CC(=O)Oc1cccc(N2C(=O)c3ccc(C(=O)O)cc3C2=O)c1
→ 3%	-38%	-1%	12	2%	3%	0	20	1%	-7%	-1%
(19) COc1ccc(NC(=O)CN(C)C(=O)c2n[nH]c3ccccc23)cc1
→ -1%	.	22%	.	-11%	24µM*	13	-9	10%	.	-4%
(20) CCOc1ccccc1-c1nc(CN2CCCN(C(=O)c3ccco3)CC2)c(C)o1
→ 0%	-13%	-3%	.	13%	6%	6	-4	-5%	1%	-4%
(21) Cc1cccc(NC(=S)N(C)C2CCCCC2)c1
→ -1%	11µM*	18%	-1	-4%	-10%	-20	10	3%	18µM*	15%
(22) O=C(Cn1cc(C(F)(F)F)ccc1=O)N/N=C/c1ccc(O)cc1
→ -1%	23%	7%	3	-4%	-1%	14	5	0%	0%	-4%
(23) COc1cc(C2C(C#N)=C(N)N(c3ccc(F)cc3)C3=C2S(=O)(=O)CC3)ccc1O (stereo not given)
→ -5%	11%	-1%	-10	-1%	2%	-3	4	-1%	6%	0%
(24) N#CC1=C(N)SC(N)=C(C#N)C1c1ccnc2ccccc12
→ 0%	-14%	-4%	-26	1%	-12%	16	-22	-4%	-1%	-1%
(25) CC1CCc2nn(CC(=O)NCCCN3CCOCC3)cc2C1 (stereo not given)
→ -4%	13%	-1%	6	1%	2%	-9	3	-9%	3%	-2%
(26) O=c1[nH]c2ccc(NS(=O)(=O)c3ccc([N+](=O)[O-])cc3)cc2[nH]1
→ 0%	-3%	-10%	-1	1%	5%	21	?	-1%	-19%	-1%
(27) O=C(CSc1nnc(COc2ccc(Cl)cc2)o1)N1CCCCC1
→ -5%	34%	-6%	2	5%	-2%	20	-16	0%	1%	4%
(28) Cc1cccc(Nc2nc(-c3c(C)nc4ccccn34)cs2)c1
→ -7%	13µM*	-20%	2	?	?	17	?	-15%	?	-24%
(29) COC(=O)C1CCN(c2cc(=O)n(Cc3ccc(F)cc3)c(=O)[nH]2)CC1
→ 2%	-19%	0%	3	-3%	-3%	7	2	0%	5%	-3%
(30) CCN(CCCNC(=O)C1CCN(S(=O)(=O)c2cccc3nonc23)CC1)Cc1ccccc1
→ 5%	-20%	-2%	2	3%	-1%	-4	10	1%	2%	-7%
(31) CN(C)S(=O)(=O)c1cccc(NC(=S)N/N=C/c2cc(Br)ccc2O)c1
→ -6%	1%	-38%[inhibitor]	1	6%	19µM*	-3	-7	8%	-8%	-20%
(32) CCN(CC(=O)Nc1ccc2c(c1)OCCO2)S(=O)(=O)c1ccc(C)cc1
→ 1%	17%	-1%	1	.	-4%	-8	-11	-8%	12%	11%
(33) CC(C)CC(=O)/C(=C\c1ccc(Cl)cc1Cl)n1cncn1
→ -3%	4.5µM*	-12%	0	7.1µM*	-2%	-22	15	?	5µM*	-2%
(34) O=C(c1cc(F)c(F)cc1Cl)N1CCOCC1
→ -4%	-1%	18%	2	-1%	2%	3	2	3%	-7%	5%
(35) CCO[C@H]1OC(C(=O)N2CCCCCCC2)=C[C@@H](c2coc3ccccc3c2=O)[C@@H]1CCCO
→ -1%	9%	0%	3	9%	1%	29	-2	-2%	15%	2%
(36) CCCC(C)c1nnc(NC(=O)C2CC(=O)N(c3ccc(OCC)cc3)C2)s1 (stereo not given)
→ 1%	6%	5%	1	2%	1%	-24	-1	-3%	4%	-5%
(37) CC/S(=N\S(=O)(=O)c1ccc(C)cc1)c1ccccc1 (stereo not given)
→ 4%	18%	-3%	2	15%	-2%	2	-8	-1%	-2%	2%
(38) COCc1ccc(C(=O)N(C)CC2CCCN(CCc3ccc(Cl)cc3)C2)o1 (stereo not given)
→ 1%	-23%	0%	.	?	-2%	3	-74*	-6%	-3%	8%
(39) O=C(CCc1ccccc1)Nc1nc2c(F)cc(F)cc2s1
→ 0%	3%	17%	-5	1%	17µM*	-13	12	14%	?	?
(40) Cc1ccc(-c2cc(C(F)(F)F)n3nc(C(=O)Nc4ccon4)cc3n2)cc1C
→ 1%	1%	-1%	1	6%	-2%	-2	-2	5%	-2%	0%
(41) COc1cc(C2CC(=O)Oc3cc(C)c(Cl)c(C)c32)cc(OC)c1OC (stereo not given)
→ -2%	.	.	.	-6%	.	?	5	1%	.	.

# Source: PubChem
